# GALK inh: blocks human galactokinase activity. P51570. Purified GALK, Kinase-Glo residual ATP luminescence. Potency, µM (highest dose often 57.5 µM), without a hit: top-dose activity change, negative = inhibition, usual class: inhibitors. hit rate 0.007% among 270,000. AID 1868; further: potency means the concentration at half of the fitted maximal effect; on the % scale 0 is the no-effect control and ±100 the full control effect
#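 The enzyme phosphorylates galactose (100 uM) using ATP (35 uM); inhibition is detected as higher residual ATP, quantified by bioluminescence after 1 h reaction at room temperature, pH 8.0.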
# Chronic BCR inh: chronic active BCR signaling inhibition; ABC-DLBCL IkBa-CBG/CBR reporter, luminescence ratio, 4 h; Potency, µM (titrated, usually from 46.1 µM), inactives show top-dose ratio change, negative = lower green/red ratio, usual class: inhibitors; hit rate 0.05% among 340,000; active means well fitted inhibition curve with a large enough effect in the signal ratio, with a control signal flat, not every such curve was filed as active; inconclusive means small, poorly fitted or top-dose-only effect, or effect the other way, or a change in a side signal; the % refers to the signal ratio;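 further: potency means the concentration at half of the fitted maximal effect; plate controls were basal doxycycline-induced cells for no effect and cells given 10 µM MG132 for full effect; MG132 reads +100%, hits lower the ratio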
#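 Cell line TMD8 (human ABC DLBCL), stably expressing tet-inducible CBG68-IkBa fusion and CBR; IMDM/0.5% FBS; cpd up to 46 uM; dox induction, 4 h, 37C/5% CO2; dual luminescence; green/red ratio; MG132 control.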
# KCNH2 WT inh: KCNH2 (human, wildtype) channel inhibition; Q12809; U2OS, BacMam KCNH2, thallium flux FluxOr; stronger effect = lower value; activity change, % at 1.84 µM; hit rate 0.37% among 340,000; AID 720551;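 active means maximum activity change below -70%; inconclusive means maximum activity change between -70% and -50%; inactive means maximum activity change above -50%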; further: on the % scale 0 is the no-effect control and ±100 the full control effect
#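 U2OS cells transduced with wild-type KCNH2 virus are loaded with FluxOr dye for 45 min, and thallium flux is measured in kinetic reads before and after stimulation buffer. Rate constants are normalized to DMSO controls.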
# Giardia killer: Giardia lamblia killing; Giardia lamblia trophozoite viability; AID 540267; hit rate 0.15% among 340,000; activity change, % at 7.66 µM, hits read low; in the data active means activity change below about -80%; inconclusive means between about -30% and that limit;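 further: parasites exposed to compound for two days anaerobically before the ATP read; on the % scale 0 is the no-effect control and ±100 the full control effect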
#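 ATP-content bioluminescence gauges trophozoite survival. Cells (100/well) receive compound and incubate anaerobically for 48 hrs at 37 deg C; detection reagent follows for 15-30 min at room temperature.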
# A-T KAP1 phos: potential ataxia-telangiectasia treatment; […] A-T fibroblasts, KAP-1 phosphorylation AlphaLISA; neocarzinostatin DNA damage 30 min before lysis; hit rate 0.19% among 320,000; Potency, µM (highest dose often 57.5 µM), without a hit: at the top dose activation, most hits filed as activators; further: potency means the concentration at half of the fitted maximal effect; % of control where 0% means no effect; nearly all actives have a fitted effect of over 45% in size
#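 hTERT-immortalized A-T patient fibroblasts ([…]), 500 cells/well in OPTI-MEM, 1% FBS, got compounds for 60 min, then NCS for 30 min at 37C. Lysates were then assayed for phospho-KAP-1 by AlphaLISA (anti-pKAP1 donor, anti-KAP1 acceptor beads), 6 hr at 25C.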
# TCR act: activators of T cell receptors; primary human leukocytes, anti-CD3, IL-2 HTRF, 48 h; Potency, µM (doses to about 9.22 µM), without a hit: at the highest dose activation of IL-2 secretion, hits mostly activators; 330,000 tested, under 10 active; further: % of control where 0% means no effect
#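 Primary human leukocytes incubated 48 hr with anti-CD3 beads plus compound, without co-stimulation. Secreted IL-2 measured by HTRF (europium cryptate/d2 anti-IL-2 pair, 320 nm excitation, 665 nm emission).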
# CXXC DNA block: blocks binding of human MLL CXXC domain to DNA. Q03164. MLL-CXXC / FITC-HOXA9 DNA fluorescence polarization. Potency, µM (highest dose often 115 µM), without a hit: at the top dose activity change, negative = inhibition, hits mostly inhibitors. hit rate 0.037% among 290,000; active means well fitted inhibition curve with a large enough effect in the polarisation, with a control signal flat, not every such curve was filed as active; inconclusive means small, poorly fitted or top-dose-only effect, or effect the other way, or a change in a side signal; inactive means no such curve, though single readings can be large or run the other way; the % refers to the polarisation; further: potency means the concentration at half of the fitted maximal effect
#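 Fluorescence polarization: 7 uM MLL-CXXC (stock) preincubated 5 min with compounds, then 50 nM fluorescein-HOX-A9 DNA (stock) added; 30 min ambient. Buffer 50 mM Tris-HCl pH 7.5, 50 mM NaCl, 1 mM DTT, 0.05% BSA.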
# Tb PFK inh: blocks T. brucei phosphofructokinase | O15648 | T. brucei PFK, ADP-Glo luminescence | Potency, µM (top dose mostly 57.5 µM), inactives show at the highest dose activity, negative = inhibition, most hits filed as inhibitors | hit rate 0.17% among 330,000 | AID 485367;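 further: potency means the concentration at half of the fitted maximal effect; 0% = uninhibited 1x PFK enzyme wells and -100% = no-enzyme wells; nearly all actives have a fitted effect of over 60% in size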
#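 1.25 nM PFK with 0.5 mM F6P and 0.1 mM ATP in 0.1 M TEA pH 8.0, 5 mM MgCl2, incubated 45 min at room temperature; ADP measured by ADP-Glo luminescence; compounds titrated up to 57 uM.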
# TSHR antag: human thyrotropin receptor antagonism. AID 504810. P16473. activity change, negative = inhibition, % at 11.5 µM. hit rate 0.2% among 330,000. TSHR-expressing cells, TSH-stimulated cAMP HTRF, 2 h; stronger effect = lower value;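 active means activity change below a set negative limit, meaning inhibition stronger than a set level, cut at about -70% in these data; inconclusive means activity change between two set negative limits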; further: on the % scale 0 is the no-effect control and ±100 the full control effect
#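 Inhibition of cAMP made by TSHR-expressing cells under TSH stimulation (4nM final, EC80; 2 h, 37 deg C) is quantified with a one-step lysis HTRF kit, anti-cAMP cryptate versus cAMP-d2.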
# Coupling enz: counter-screen for Giardia aldolase inhibitors: coupling enzyme system | coupling enzyme system counterscreen, AmpLite Red fluorescence | activity change, negative = inhibition, % at 58.2 µM, hits read low | hit rate 0.67% among 290,000; in the data active means activity change below about -30%; further: on the % scale 0 is the no-effect control and ±100 the full control effect
#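 First, compound is pin-transferred into glyceraldehyde-3-phosphate coupling-enzyme reagent at 57.5 uM final and held 10 min at RT. Next, substrate, coupling system and AmpLite Red are added. After 20 min RT, fluorescence (525/598 nm) is read.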
# * = called active by the depositor; i = inactive; ? = inconclusive; / = no result given; [ ] = another dose, or the depositor's remark. Unless noted, the call rests on the fitted dose curve; in most records, active means well fitted curve in the direction sought with a large enough effect; inconclusive means small, poorly fitted or top-dose-only effect, or another doubt; inactive means no such curve, though single readings can be large; an effect the other way counts as inactive or inconclusive.
1	CCOc1ccc(CCNS(=O)(=O)c2c(C)nc3scc(C)n3c2=O)cc1OCC
2	CCOC(=O)c1c(C)n(S(=O)(=O)c2ccc(C)cc2)c2ccc(O)c(C(=O)O)c12
3	O=C(CNCc1cccs1)Nc1cc(S(=O)(=O)N2CCCC2)ccc1Cl
4	Cc1cc(C)cc(NC(=O)c2cccc(NC(=O)C3C4CC5OC(=O)C3C5C4)c2)c1 (configuration not stated)
5	Nc1nc(SCc2ccc(Cl)cc2Cl)nc2nc3c(cc12)CCCC3
6	COc1ccc(NC(=O)c2[nH]c(C)c(C(C)=O)c2C)cc1S(=O)(=O)Nc1ccc(Br)cc1
7	CC(c1ccco1)N(C(=O)c1ccc(Cl)c([N+](=O)[O-])c1)c1ccccn1 (configuration not stated)
8	O=C(CNC(=O)c1ccc(Br)o1)NNC(=O)c1ccc(Br)cc1
9	Cc1ccc(CCNC(=O)C2CC(c3cc(C(F)(F)F)cc(C(F)(F)F)c3)=NO2)cc1 (configuration not stated)
10	CCOC(=O)CNC(=O)CN1C(=O)CCS(=O)(=O)c2ccccc21
Assay by compound | 1 | 2 | 3 | 4 | 5 | 6 | 7 | 8 | 9 | 10
GALK inh | -2% | 0% | 1% | -3% | 1% | / | -3% | / | 0% | 0%
Chronic BCR inh | ? | 7% | 6% | ? | -1% | -2% | 10% | 2% | -3% | 18%
KCNH2 WT inh | -3 | 4 | 8 | -11 | -3 | 0 | 2 | 15 | / | 4
Giardia killer | 42[activator] | 8 | 17 | -19 | -3 | -18 | 27 | 4 | -7 | 13
A-T KAP1 phos | 7% | 0% | 3.2µM* | 1% | 1% | 0% | 2% | -11% | 16% | 6%
TCR act | -131% | -3% | -10% | -2% | 4%[46.1 µM] | -5% | 3% | 9% | 1% | 4%[46.1 µM]
CXXC DNA block | 4% | 7% | -25% | -1% | 23% | 32%[activator] | 2% | / | 4% | 3%
Tb PFK inh | -3% | -1% | 12% | 3% | -2% | -1% | 0% | -7% | 1% | -1%
TSHR antag | 16 | -4 | 10 | 8 | -9 | -29 | 2 | -13 | ? | -4
Coupling enz | -2 | 24 | -1 | 5 | 1 | 1 | 1 | / | 4 | 2

11	S=c1[nH]ncn1/N=C/c1ccccn1
12	O=C(NNC(=O)c1ccccc1F)c1ccc2nc[nH]c2c1
13	CN1CCCN(C(=O)CSc2ccccc2)CC1
14	CCc1ccc(C(=O)NN(C(=O)c2ccc(CC)cc2)C(C)(C)C)cc1
15	CCO[C@H]1OC(C(=O)N2CCCCCCC2)=C[C@@H](C)[C@@H]1CCCO
16	C[C@@H]1C(c2cccc(Cl)c2)=NN(c2ccccc2)[C@H]1C(=O)N1CCOC1=O
17	COc1ccc(/C=C/C(=O)NCC(=O)N/N=C(\C)Cc2ccccc2)cc1
18	CCC1CCCCN1CCCNC(=O)c1cn(C)c2ccc(S(=O)(=O)N3CCOCC3)cc2c1=O (configuration not stated)
19	CCSc1nc(-c2ccc(OC)cc2)cc(-c2ccccc2)c1C#N
20	Cc1cc2c(cc1S(=O)(=O)N(C)Cc1ccccc1)n(C)c(=O)c(=O)n2C
Assay by compound | 11 | 12 | 13 | 14 | 15 | 16 | 17 | 18 | 19 | 20
GALK inh | 0% | -4% | 0% | 2% | 2% | / | 11% | -6% | 2% | /
Chronic BCR inh | -4% | -1% | 7% | ? | -1% | 1% | -7% | 2% | 13% | 14%
KCNH2 WT inh | 0 | -8 | 0 | 6 | -2 | 4 | 4 | 0 | 2 | -7
Giardia killer | 18 | 9 | -1 | -7 | -2 | -19 | 8 | 11 | -7 | 1
A-T KAP1 phos | 0% | 2% | 1% | 20% | -3% | 11% | -11% | 19% | -1% | 10%
TCR act | -4% | 3% | -3% | 0%[46.1 µM] | 3% | 7%[46.1 µM] | -4% | 9% | / | -7%
CXXC DNA block | 3% | 1% | 2% | 3% | -6% | / | -2% | 5% | 0% | /
Tb PFK inh | 2% | -10% | 0% | 0% | -3% | 1% | 3% | 0% | -5% | 3%
TSHR antag | 5 | -2 | -13 | 3 | 11 | 11 | 4 | 20 | -9 | -27
Coupling enz | 0 | / | -1 | -8 | 1 | -1 | 1 | / | 3 | 1

21	O=C(NCCOC(=O)c1ccccc1C(=O)OCCNC(=O)c1cccnc1)c1cccnc1
22	S=c1[nH]nc(-c2ccc3c(c2)OCO3)n1-c1ccccc1
23	COc1ccc(C2CC2/C(=N/O)c2ccccn2)cc1 (configuration not stated)
24	CCc1ccccc1NC(=O)C(C#N)Cc1cccnc1 (configuration not stated)
25	CCCc1nc2ccccc2n1CCc1ccccc1
26	COc1ccc2[nH]c(=O)c(C(c3nnnn3C3CCCC3)N3CCN(Cc4ccc5c(c4)OCO5)CC3)cc2c1 (configuration not stated)
27	O=C(CN(Cc1ccccc1)C(=O)c1cc2c(s1)CCC2)NCc1cccs1
28	CCCCn1c(=O)c(CCC(=O)OCC(=O)Nc2cccc3ccccc23)nc2ccccc21
29	NS(=O)(=O)c1cccc(NC(=O)COC(=O)CC2CC3CCC2C3)c1 (configuration not stated)
30	COc1ccc2nc(NC(=O)Cc3cccs3)sc2c1
Assay by compound | 21 | 22 | 23 | 24 | 25 | 26 | 27 | 28 | 29 | 30
GALK inh | 2% | -2% | -2% | 1% | / | -1% | -6% | 0% | 6% | 1%
Chronic BCR inh | ? | 6% | 0% | ? | 1% | ? | ? | -13% | -1% | ?
KCNH2 WT inh | 0 | 2 | -12 | -9 | i | 17 | 5 | 3 | 6 | -13
Giardia killer | -5 | 3 | -5 | 5 | -1 | 2 | 1 | 11 | -13 | 1
A-T KAP1 phos | / | 1% | -2% | 1% | 13% | -2% | 2% | -10% | 1% | -1%
TCR act | -2% | -11%[46.1 µM] | -7% | 4%[46.1 µM] | 3% | -1% | 5% | 0%[46.1 µM] | 6% | 0%
CXXC DNA block | -3% | 13% | 6% | 2% | -6% | 20% | -2% | -4% | 2% | -2%
Tb PFK inh | 1% | 9% | -2% | 1% | -1% | -3% | 3% | 3% | -1% | 9%
TSHR antag | -4 | 8 | 10 | 0 | 0 | 9 | 26 | 20 | -4 | -12
Coupling enz | 0 | 3 | -1 | 2 | 3 | 0 | / | -4 | 1 | -3

# 4 entries from above, field by field:
22: S=c1[nH]nc(-c2ccc3c(c2)OCO3)n1-c1ccccc1
  GALK inh: -2%	Chronic BCR inh: 6%	KCNH2 WT inh: 2	Giardia killer: 3	A-T KAP1 phos: 1%	TCR act: -11%[46.1 µM]	CXXC DNA block: 13%	Tb PFK inh: 9%	TSHR antag: 8	Coupling enz: 3

23: COc1ccc(C2CC2/C(=N/O)c2ccccn2)cc1 (configuration not stated)
  GALK inh: -2%	Chronic BCR inh: 0%	KCNH2 WT inh: -12	Giardia killer: -5	A-T KAP1 phos: -2%	TCR act: -7%	CXXC DNA block: 6%	Tb PFK inh: -2%	TSHR antag: 10	Coupling enz: -1

24: CCc1ccccc1NC(=O)C(C#N)Cc1cccnc1 (configuration not stated)
  GALK inh: 1%	Chronic BCR inh: ?	KCNH2 WT inh: -9	Giardia killer: 5	A-T KAP1 phos: 1%	TCR act: 4%[46.1 µM]	CXXC DNA block: 2%	Tb PFK inh: 1%	TSHR antag: 0	Coupling enz: 2

25: CCCc1nc2ccccc2n1CCc1ccccc1
  GALK inh: /	Chronic BCR inh: 1%	KCNH2 WT inh: i	Giardia killer: -1	A-T KAP1 phos: 13%	TCR act: 3%	CXXC DNA block: -6%	Tb PFK inh: -1%	TSHR antag: 0	Coupling enz: 3

# The listing continues.
31	C/C(=N\N=C(N)N)c1cc(Cl)ccc1Cl
32	Cc1cc(C)nc(/N=C(\N)Nc2ccc(OCc3ccccc3)cc2)n1
33	Cc1cc(C(F)F)n2ncc(C(=O)NCc3ccccc3C(F)(F)F)c2n1
34	O=C(CN(CCCN1CCOCC1)C(=O)Cn1nnc(-c2ccc(F)cc2)n1)NC1CCCCC1
Assay by compound | 31 | 32 | 33 | 34
GALK inh | 11% | -1% | -2% | 0%
Chronic BCR inh | -7% | -17% | 0% | -1%
KCNH2 WT inh | 13 | 18 | -7 | 32
Giardia killer | 19 | 16 | 1 | 8
A-T KAP1 phos | 1% | 5% | -4% | 13%
TCR act | -6% | / | 6% | -4%
CXXC DNA block | -2% | 8% | -7% | 3%
Tb PFK inh | 3% | -2% | 1% | 0%
TSHR antag | 4 | -11 | -3 | 4
Coupling enz | 0 | 1 | 3 | 1
